# ROC1-CUL1 inh = human ROC1-CUL1 E3 ligase inhibition; P62877+Q13616; in vitro K48 di-Ub FRET, acceptor:donor ratio, 45 min; inhibition, % at 10 µM; 140,000 tested, 0.6% active; AID 1347404; in the data active = inhibition above about 25%
# Target sequence (P62877 whole entry, looked up): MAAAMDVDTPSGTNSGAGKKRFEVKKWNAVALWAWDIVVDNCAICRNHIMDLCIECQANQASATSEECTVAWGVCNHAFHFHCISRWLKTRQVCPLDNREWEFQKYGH
# Target sequence (Q13616 whole entry, looked up): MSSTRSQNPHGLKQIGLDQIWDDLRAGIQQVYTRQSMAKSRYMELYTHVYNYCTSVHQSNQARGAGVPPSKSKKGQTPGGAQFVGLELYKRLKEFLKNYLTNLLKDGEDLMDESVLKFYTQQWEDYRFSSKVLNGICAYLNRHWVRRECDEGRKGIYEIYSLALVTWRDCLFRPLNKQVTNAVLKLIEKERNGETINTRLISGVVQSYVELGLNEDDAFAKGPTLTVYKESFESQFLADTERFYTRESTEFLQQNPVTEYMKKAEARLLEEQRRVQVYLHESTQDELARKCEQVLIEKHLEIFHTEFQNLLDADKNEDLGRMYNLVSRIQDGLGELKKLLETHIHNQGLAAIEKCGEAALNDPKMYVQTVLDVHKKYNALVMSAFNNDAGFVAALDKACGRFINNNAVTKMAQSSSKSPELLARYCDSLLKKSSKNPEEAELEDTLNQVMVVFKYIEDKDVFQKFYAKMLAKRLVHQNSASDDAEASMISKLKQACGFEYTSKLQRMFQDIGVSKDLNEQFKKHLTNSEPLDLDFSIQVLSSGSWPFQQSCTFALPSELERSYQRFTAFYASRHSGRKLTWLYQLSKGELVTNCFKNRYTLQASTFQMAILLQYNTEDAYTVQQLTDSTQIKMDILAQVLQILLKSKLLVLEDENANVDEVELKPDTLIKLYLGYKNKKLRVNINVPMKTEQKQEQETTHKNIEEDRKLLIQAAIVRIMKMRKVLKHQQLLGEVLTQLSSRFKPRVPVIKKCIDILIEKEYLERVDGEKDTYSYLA
# Active calls of the source: *. An excerpt (hit frequency here may not be typical).
SMILES,ROC1-CUL1 inh
CCc1ccc(/C=C(\C#N)c2nc3ccccc3[nH]2)cc1,-4
COC(=O)C1=c2s/c(=C\c3cccc(OC)c3)c(=O)n2C(=N)C(c2nc3ccccc3s2)C1c1cccc(OC)c1 (stereo unspecified),6
O=C(NCC1CCCN(S(=O)(=O)c2ccc(F)c(Cl)c2)C1)c1cccnc1 (stereo unspecified),-1
CCOC(=O)C1=C(C(=O)OCC)C2=S(SC(c3ccc(OC)cc3)=C2)S1 (stereo unspecified),2
COC(=O)c1ccc(CNC(=O)CCC2(Cc3ccc(F)c(OC)c3)CCC(=O)N2)cc1 (stereo unspecified),8
N#CC1C(=N)SC(=N)C(C#N)C1c1ccc(Cl)cc1Cl (stereo unspecified),-2
O=C(CSc1nnc(Cc2cccs2)n1-c1ccccc1)NC1CCCC1,-2
COc1cccc(CNC(=O)CCc2c(C)nn(-c3ccc(N4CCOCC4)nn3)c2C)c1,-4
CCN1C(=O)N=C(Cc2ccc(C)o2)C1=O,-10
CCn1c(C)[n+](CC)c2ccc(S(=O)(=O)N3CCCCC3)cc21,-3
CC(=O)c1sc2nc(-c3ccccc3)c(-c3ccccc3)n2c1C,1
COc1ccc(Nc2c3c(nc4ccc(NC(=O)/C=C/c5cccc(OC)c5OC)cc24)CCCC3)cc1OC,-8
Cc1ccc(Cn2c(SCC(=O)NCc3ccc(Cl)cc3)nc3ccsc3c2=O)cc1,-3
COc1ccc(-c2nn3c(=O)cc(CN4CCN(S(=O)(=O)c5ccc(C)cc5)CC4)nc3s2)cc1,-11
CC1(C)CC(NC(=S)NC2CCCC2)CC(C)(C)N1,7
O=C1C(=Nc2ccc(F)cc2)CC(c2ccc([N+](=O)[O-])cc2)N1c1ccc(F)cc1 (stereo unspecified),0
COc1ccccc1/C=C1/C(=O)NN(c2ccc(Br)cc2)C1=O,3
COc1ccc(C2Nc3ccccc3-c3cc(C)nn32)c(OC)c1 (stereo unspecified),13
CCOc1cc(C2NC(=S)N=C(C)C2C(C)=O)cc(I)c1OC(C)C (stereo unspecified),6
O=C1S/C(=C/C=C\c2ccccc2)C(=O)N1Cc1cc2c(cc1Cl)OCO2,-2
CCOC(=O)c1cc(C)c(-c2ccc(Br)cc2)s1,-12
CC(C)Cc1ccc(C(C)C(=N)N)cc1 (stereo unspecified),5
CCOc1ccc(-c2cc(C(F)(F)F)c(C#N)c(SCC(=O)Nc3ccccc3)n2)cc1,-4
O=[N+]([O-])c1ccccc1S(=O)(=O)Oc1ccc(OS(=O)(=O)c2ccccc2[N+](=O)[O-])c(Cl)c1,-2
COc1ccc(CNC(=O)C2CCCN(S(=O)(=O)c3ccc4c(ccn4C)c3)C2)c(OC)c1 (stereo unspecified),-15

# More structures.
SMILES,ROC1-CUL1 inh
COc1ccc(NC(=O)c2nnn(Cc3nc(-c4cc(Br)ccc4OC)oc3C)c2C)cc1,-10
CCOc1ccc(NC(=O)CSc2oc(-c3ccco3)nc2S(=O)(=O)c2ccc(Cl)cc2)cc1,0
O=[N+]([O-])c1ccc(N2CCNCC2)cc1NCCOc1ccc(Cl)cc1,10
Cc1ccc(-n2nnc(C(=O)N(C)c3ccccc3)c2C)cc1Cl,9
Cc1ccc(-n2nnnc2C(=N)c2nnnn2-c2ccc(C)cc2)cc1,-6
CC(C)c1ccc(CNC(=O)C2CCCN2S(=O)(=O)c2ccc3ccccc3c2)cc1 (stereo unspecified),-6
COC(=O)n1ncc(C)c1-c1ccc(C)cc1,0
CC(CN1C(=O)COC1=S)N1C(=O)COC1=S (stereo unspecified),7
CCCSc1cc(N2CCCC2)nc(-c2ccccc2)n1,6
CCc1ccc(NC(=O)CN2C(=O)C3(SCC(=O)N3c3ccc(F)c(F)c3)c3ccccc32)cc1 (stereo unspecified),6
CCCCCCCc1nnc(NC(=O)c2ccccc2C)s1,-6
COCCN1CCCC2(CCN(Cc3c(F)cccc3Cl)C2)C1 (stereo unspecified),6
O=C(c1cc2ccccc2oc1=O)N1CCN(c2ccc(Cl)cc2)CC1,-3
COc1ccccc1N1CCN(c2nc(C)c3c(n2)CC(C)(C)CC3=O)CC1,10
O=S(=O)(Oc1cccc2cccnc12)c1ccccc1,2
COc1ccc(C(=O)Oc2ccc(/C=N/Nc3ccccc3)cc2OC)cc1OC,6
COc1ccc(-c2cnnc(NCCCN3CCCC3=O)n2)cc1,2
Fc1ccc(-c2noc3ncnc(NCCc4ccccc4)c23)cc1,2
CC(Oc1ccccc1Br)c1nc(-c2nonc2N)no1 (stereo unspecified),0
COc1ccc(Cn2c(SCC(=O)N(C)Cc3ccccc3)nc3ccccc32)cc1,2
COc1ccc(CNC(=O)c2oc3ccc(Br)cc3c2C)cc1,3
CCn1c2ccccc2c2nnc(N3CCN(c4ccc(OC)cc4)CC3)nc21,-7
CCCOC(=O)c1cccc(Nc2nc(C(=O)OCC)nc3ccccc23)c1,7
CC(C)Oc1ccc(CNC(=O)CN2C(=O)CCn3nc(-c4cn(C)c5ccccc45)cc32)cc1,0
CC(C)(C)c1ccc(S(=O)(=O)NCc2ccc(C(=O)N3CCOCC3)cc2)cc1,-6

# New compounds follow:
SMILES,ROC1-CUL1 inh
O=C(OCC1C(COC(=O)c2ccc(Cl)s2)C1(Cl)Cl)c1ccc(Cl)s1 (stereo unspecified),4
Cn1c(SCC(=O)NCCOCCO)nc2sc3c(c2c1=O)CCCC3,7
COc1ccc2c(CNCc3ccco3)c(C(=O)O)n(Cc3ccc(F)cc3Cl)c2c1,2
Cc1ccc(Cl)cc1NC(=O)CCCN1C(=O)CCn2nc(-c3cn(C)c4ccccc34)cc21,-10
O=C(NCc1ccccn1)c1cccc(OC2CCN(Cc3cccnc3)CC2)c1,3
CSc1ncc(-n2c(-c3ccccc3)csc2=NC(=O)c2ccccc2)cn1,1
CCn1nc(C)c(CN2CCC3(CC2)c2ccccc2[C@@H](NC(=O)c2cccs2)[C@@H]3OC)c1C,-1
CCOC(=O)c1cc(-c2ccc(Cl)cc2)n(NC(=O)C2COc3ccccc3O2)c1C (stereo unspecified),8
OCCC1CN(Cc2cccnc2)CCN1Cc1cccs1 (stereo unspecified),3
CCS(=O)(=O)N1CCc2cc(S(=O)(=O)N3CCCC3)ccc21,-10
CCN(C(=O)Cn1c(=O)n(Cc2ccc3c(c2)OCO3)c(=O)c2ccc(C(=O)NC3CCCCC3)cc21)c1cccc(C)c1,10
COc1cc(Br)cc(C=Nc2ccc(NC(=O)c3cccc(C)c3)cc2)c1O,0
CCSc1nc2sc3c(c2n2c(=S)[nH]nc12)CN(Cc1ccccc1)CC3,19
CCN(CC)C(=S)NC(=O)c1ccc(F)cc1,1
COc1ccc(C2C(C(N)=O)C(C)=Nc3nc(SCc4ccccc4Cl)nn32)cc1OC (stereo unspecified),-9
c1ccc(NCc2csc3ccccc23)cc1,-1
CC1(C)CC(=O)C2=C(C1)N(c1ccccc1)C1=C(C(=O)CC(C)(C)C1)C2c1ccc2c(c1)OCO2,-9
COc1cccc(C(=O)Nc2cccc(-c3cn4c(C)csc4n3)c2)c1OC,6
Cc1ccc(N2C(=O)CC(N(C(=O)CSc3ncccn3)C3CCCCC3)C2=O)cc1 (stereo unspecified),-1
Cc1noc(/C=C/c2ccccc2F)c1S(=O)(=O)N1CCC(C(=O)NCc2ccco2)CC1,-5
COc1ccc(-c2[nH]nc3c2C(c2ccc(-c4ccc(Cl)cc4)o2)C(C#N)C(=N)O3)cc1 (stereo unspecified),2
Cn1c(=O)c2[nH]c(N3CCN(C(=O)C4CC4)CC3)nc2n(C)c1=O,-3
Cc1nc(NS(=O)(=O)c2ccccc2)sc1NC(=O)Nc1ccc(Cl)cc1,11
COc1ccc(C(=O)NC2CCCC2)cc1C,13
Cc1cccc(-c2nc3scc(CCNS(=O)(=O)c4ccc5c(c4)OCCO5)n3n2)c1,-7

# Copied from the entries so far for reference:
SMILES,ROC1-CUL1 inh
O=C(OCC1C(COC(=O)c2ccc(Cl)s2)C1(Cl)Cl)c1ccc(Cl)s1 (stereo unspecified),4
Cn1c(SCC(=O)NCCOCCO)nc2sc3c(c2c1=O)CCCC3,7
COc1ccc2c(CNCc3ccco3)c(C(=O)O)n(Cc3ccc(F)cc3Cl)c2c1,2
Cc1ccc(Cl)cc1NC(=O)CCCN1C(=O)CCn2nc(-c3cn(C)c4ccccc34)cc21,-10
O=C(NCc1ccccn1)c1cccc(OC2CCN(Cc3cccnc3)CC2)c1,3
CSc1ncc(-n2c(-c3ccccc3)csc2=NC(=O)c2ccccc2)cn1,1
CCn1nc(C)c(CN2CCC3(CC2)c2ccccc2[C@@H](NC(=O)c2cccs2)[C@@H]3OC)c1C,-1
CCOC(=O)c1cc(-c2ccc(Cl)cc2)n(NC(=O)C2COc3ccccc3O2)c1C (stereo unspecified),8
OCCC1CN(Cc2cccnc2)CCN1Cc1cccs1 (stereo unspecified),3
CCS(=O)(=O)N1CCc2cc(S(=O)(=O)N3CCCC3)ccc21,-10
CCN(C(=O)Cn1c(=O)n(Cc2ccc3c(c2)OCO3)c(=O)c2ccc(C(=O)NC3CCCCC3)cc21)c1cccc(C)c1,10
COc1cc(Br)cc(C=Nc2ccc(NC(=O)c3cccc(C)c3)cc2)c1O,0
CCSc1nc2sc3c(c2n2c(=S)[nH]nc12)CN(Cc1ccccc1)CC3,19
CCN(CC)C(=S)NC(=O)c1ccc(F)cc1,1
COc1ccc(C2C(C(N)=O)C(C)=Nc3nc(SCc4ccccc4Cl)nn32)cc1OC (stereo unspecified),-9
c1ccc(NCc2csc3ccccc23)cc1,-1
CC1(C)CC(=O)C2=C(C1)N(c1ccccc1)C1=C(C(=O)CC(C)(C)C1)C2c1ccc2c(c1)OCO2,-9
COc1cccc(C(=O)Nc2cccc(-c3cn4c(C)csc4n3)c2)c1OC,6
Cc1ccc(N2C(=O)CC(N(C(=O)CSc3ncccn3)C3CCCCC3)C2=O)cc1 (stereo unspecified),-1
Cc1noc(/C=C/c2ccccc2F)c1S(=O)(=O)N1CCC(C(=O)NCc2ccco2)CC1,-5

# (listing goes on)
SMILES,ROC1-CUL1 inh
CCCCc1nnc2sc(-c3cc(C)nc4ccccc34)nn12,17
CCCN1CNC(=S)N(CC2CCCO2)C1 (stereo unspecified),12
Cc1cccc(NC(=O)Cn2nnc3sc4c(c3c2=O)CCC(C)C4)c1 (stereo unspecified),5
CSc1cccc(NC(=O)CN(C)S(=O)(=O)c2c(C)cc(C)cc2C)c1,-3
CN(C)c1ccc(C(CC(=O)c2ccccc2)S(=O)(=O)c2ccc(Cl)c(Cl)c2)cc1 (stereo unspecified),-16
CC(C)c1ccc(N2C(=O)CSC23C(=O)N(C)c2ccccc23)cc1 (stereo unspecified),3
CC(=O)C1Sc2nnc(-c3ccc(C)cc3)n2N=C1C (stereo unspecified),0
Cn1nccc1C(=O)NC(=S)NCc1ccco1,2
CCOC(=O)C1=C(C)N(c2ccc(OC)cc2)C(=O)/C1=C\c1ccc(C)cc1,-4
CC(C)NC(=O)c1ccc(Cn2c(=O)c3cccn3c3cccnc32)cc1,3
O=C(NCc1nnc2n1CCCC2)Nc1nnc(C(F)(F)F)s1,-6
COc1ccc(OCc2nc(C#N)c(NCCc3ccccc3)o2)cc1,12
COc1ccc2c(c1)-c1c(ssc1=Nc1ccccc1C)C(C)(C)N2,-8
COCCC(=O)Nc1ccc2c(c1)CN(S(=O)(=O)N1CCCC1)CC2,5
Cc1ccc(S(=O)(=O)Oc2ccc(C3(C)CC(C)(C)NC(=S)N3)c(OS(=O)(=O)c3ccc(C)cc3)c2)cc1 (stereo unspecified),-4
O=C(c1cn(CCOc2ccc(Cl)cc2)c2ccccc12)C(F)(F)F,6
COc1ccccc1NCc1nnc(SCC(=O)Nc2cccc(C)c2)n1-c1ccccc1,-5
C=CCN1N=C(C)C(C)n2c1nc1c2c(=O)n(C)c(=O)n1C (stereo unspecified),-2
COc1ccc(-c2cc(C(F)(F)F)n3ncc(C(=O)N4CCCCC4)c3n2)cc1,-1
Cc1ccc(Cn2ccn(CC(=O)Nc3c(C)cc(C)cc3C)c(=O)c2=O)cc1,13
CC(=O)Nc1ccc(NC(=O)c2oc3c(c2C)-c2nn(Cc4ccccc4Cl)cc2CC3)cc1,-8
Cc1nc2cccnc2n1-c1cccc(C(=O)NCCc2ccc(Cl)cc2)c1,4
O=C(N=C1SC2CS(=O)(=O)CC2N1c1cccc(C(F)(F)F)c1)c1ccccc1 (stereo unspecified),6
Cc1ccc(CNS(=O)(=O)c2ccc3ccccc3c2)cc1,-1
NS(=O)(=O)c1cnccc1SCc1ccccc1,-1

# Continued:
SMILES,ROC1-CUL1 inh
CC(C)Cc1nc2ccccc2n1CC(=O)O,-1
Cc1cccc(OCc2nnc(NC(=O)COc3ccccc3C)s2)c1,-6
CCOC(=O)c1cn(-c2nc(-c3ccc(Br)cc3)cs2)c2c(F)c(N3CC(C)OC(C)C3)c(F)cc2c1=O (stereo unspecified),-7
CN(C(=O)c1ccc(OC2CCN(S(C)(=O)=O)CC2)c(Cl)c1)C1CCOC1 (stereo unspecified),0
CCOC(=O)c1[nH]cnc1C(=O)Nc1cccc(OC)c1,-3
COc1cccc(/C=C2\SC(=Nc3ccccc3C)N(c3ccccc3C)C2=O)c1O,-8
Cc1cc(O)ccc1NC(=O)c1ccc(Cl)cc1,-3
CCOc1ccc(-c2ccc(NS(=O)(=O)c3cc(C)ccc3OC)cc2)nn1,6
O=C(NC(=S)NCC1CCCO1)c1ccc(Cl)cc1 (stereo unspecified),6
COc1cc(C(=O)OCC2c3ccccc3-c3ccccc32)cc(OC)c1OC,-1
COc1ccc(S(=O)(=O)N(C)CC(=O)N2CCN(C(c3ccccc3)c3ccccc3)CC2)cc1OC,1
O=C(Cc1ccccc1)Nc1sc2c(c1C(=O)Nc1ccc(Br)cc1)CCC2,-3
Cn1c(SCC(=O)Nc2ccc(F)cc2)nnc1-c1cccc(NC(=O)c2ccccc2F)c1,0
COC(=O)Cn1cc(/C=C2\C(=O)NC(=O)N(c3cccc(F)c3)C2=O)c2ccccc21,5
CCCc1[nH]nc2c1C(c1ccc(OC)c(CN3CCN(c4ccc(F)cc4)CC3)c1)C(C#N)C(=N)O2 (stereo unspecified),5
O=C1CC2Sc3ccccc3N=C2N1Cc1c(Cl)cccc1Cl (stereo unspecified),6
CC(C)N1C(=O)C(C=Nc2cc(Cl)c(Cl)cc2Cl)C(=O)N(Cc2ccco2)C1=O (stereo unspecified),4
COc1ccc(-c2csc(NC(=O)COc3ccc(Br)cc3)n2)cc1Br,2
CCC(CC)C(=O)Nc1cccc(NC(=O)C(CC)CC)n1,0
CCOC(=O)c1c(-c2ccc(F)cc2)csc1NC(=O)C1CC1c1ccccc1 (stereo unspecified),-9
N#C/C(=C/c1ccco1)c1nc(-c2ccc(Cl)cc2)cs1,2
Cc1cccc2c(C#N)cc(C(=O)c3ccccc3)n12,3
